EWS-Fli inh: EWS/Fli-driven NR0B1 reporter inhibitors, primary screen, A673 cells, NR0B1 luciferase, luminescence, MLPCN library | viability-normalised | inhibition, % at 12.6 µM | actives 0.67% (n = 350,000);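 active = mean inhibition of at least 50% after viability correction, with every replicate also passing that limit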;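 also: firefly luciferase signal divided by Alamar Blue viability fluorescence both relative to DMSO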
PAX8 reporter: inhibitors of PAX8-driven TPO luciferase reporter, primary screen, RMG-I cells, single concentration. SteadyGlo, 24 h. AID 652154, 2013. actives 1.2% (n = 360,000). inhibition, % at 12.6 µM;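 active = mean replicate inhibition at least 60% with every replicate also reaching 60%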;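 also: luciferase light reporting Pax8 driven TPO promoter activity; plate controls were median of neutral control wells for no effect and mitoxantrone controls for full effect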
LGR2 inh: inhibitors of bursicon-induced LGR2 CRE-luciferase signal, primary screen, cell-based, HEK293, CRE-luciferase reporter, bursicon stimulation; bursicon-stimulated, 4 h; inhibition, % at 9.99 µM; actives 0.35% (n = 380,000);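 active = drop in luminescence signal, shown as inhibition above about 50% in the replicate tests, limit read from the data, passing the limit was not always enough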;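 also: agonist challenge used bursicon conditioned medium at about half maximal strength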
PglD inh: C. jejuni PglD acetyltransferase inhibitors, primary screen, biochemical, DTNB colorimetric, single point; actives 0.098% (n = 360,000); purified PglD enzyme, DTNB colorimetric CoA detection; UDP-N-acetylbacillosamine N-acetyltransferase PglD (Campylobacter jejuni); inhibition, % at 12.5 µM; in the data active = inhibition above about 16%, passing the limit was not always enough; also: strong numbers were not always called active
PGC1a acetyl inh: inhibitors of PGC1a acetylation signal, primary screen, cell-based, U2OS, AlphaScreen, inhibitor mode. AlphaScreen anti-acetyl-lysine; with virally co-expressed GCN5 acetyltransferase. inhibition, % at 15.6 µM. actives 0.17% (n = 350,000);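 active = every replicate shows inhibition of at least 40%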;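 also: 0% = neutral control wells and 100% = positive control wells; some results beyond the cut were filed as inactive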
ERAP1 HTS inh: human ERAP1 aminopeptidase inhibitors, primary screen, biochemical, single point, plate reader. recombinant ERAP1, Leu-AMC fluorescence, 60 min. actives 0.15% (n = 340,000). Endoplasmic reticulum aminopeptidase 1 (Homo sapiens), Q9NZ08. inhibition, % at 10.7 µM;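 active = mean replicate inhibition of at least 30%, or all replicates individually reaching that 30% level; inactive = mean below 30% and not every replicate reaching it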;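 also: 0% = neutral control wells and 100% = L-leucinethiol positive control wells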
Target sequence (Q9NZ08 whole entry, looked up): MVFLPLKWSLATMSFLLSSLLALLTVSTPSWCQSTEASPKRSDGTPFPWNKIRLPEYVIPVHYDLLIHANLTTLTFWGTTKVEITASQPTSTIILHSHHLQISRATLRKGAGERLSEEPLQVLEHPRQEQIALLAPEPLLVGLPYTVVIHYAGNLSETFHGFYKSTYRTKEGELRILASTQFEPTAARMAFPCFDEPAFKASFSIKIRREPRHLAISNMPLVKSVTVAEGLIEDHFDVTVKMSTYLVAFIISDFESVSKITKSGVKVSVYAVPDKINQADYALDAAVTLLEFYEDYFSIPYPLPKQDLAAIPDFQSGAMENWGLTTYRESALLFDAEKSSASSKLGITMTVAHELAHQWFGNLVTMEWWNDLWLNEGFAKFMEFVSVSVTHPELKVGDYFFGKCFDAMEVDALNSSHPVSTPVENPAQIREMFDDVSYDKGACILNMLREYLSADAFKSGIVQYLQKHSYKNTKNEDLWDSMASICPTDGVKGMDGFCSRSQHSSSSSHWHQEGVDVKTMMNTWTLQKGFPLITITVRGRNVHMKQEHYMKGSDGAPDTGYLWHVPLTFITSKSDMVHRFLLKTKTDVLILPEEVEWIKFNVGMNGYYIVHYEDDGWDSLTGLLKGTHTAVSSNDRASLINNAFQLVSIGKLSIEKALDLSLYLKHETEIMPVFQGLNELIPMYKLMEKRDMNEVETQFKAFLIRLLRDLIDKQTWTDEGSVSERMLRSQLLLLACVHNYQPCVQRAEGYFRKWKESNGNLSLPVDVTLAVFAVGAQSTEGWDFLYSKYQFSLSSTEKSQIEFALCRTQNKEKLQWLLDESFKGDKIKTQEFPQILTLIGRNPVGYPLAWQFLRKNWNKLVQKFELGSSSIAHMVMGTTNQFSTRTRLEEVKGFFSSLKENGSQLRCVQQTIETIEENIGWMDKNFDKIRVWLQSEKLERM
S100A4 MyoIIA: inhibitors of S100A4-myosin IIA peptide binding, primary screen, biochemical, fluorescence polarization, TAMRA-MyoIIA peptide; Protein S100-A4 (Homo sapiens), P26447; actives 0.14% (n = 360,000); inhibition, % at 10.7 µM;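 active = mean inhibition of at least 70% across replicates, with every replicate also reaching that level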
Target sequence (P26447 whole entry, looked up): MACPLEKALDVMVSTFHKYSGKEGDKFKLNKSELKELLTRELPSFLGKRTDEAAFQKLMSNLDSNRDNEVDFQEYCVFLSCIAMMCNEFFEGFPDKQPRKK
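System – human S100A4 monomer protein, biochemical binding assay · Buffer or medium – Calcium-containing HEPES buffer, pH 7.2 · Timing – 5 min between mix addition and reading · Also added – TAMRA-labelled myosin IIA heavy-chain peptide probe, 5 nM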
FN deposition inh: inhibitors of fibronectin matrix deposition, primary screen, AH1F cells, Alexa488-fibronectin fluorescence, plate reader. inhibition, % at 12.6 µM. AH1F fibroblasts, overnight. AID 743247, 2014. actives 0.086% (n = 350,000);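 active = mean inhibition across replicates of 30% or more, regardless of how many single replicates reach that level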;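 also: positive control wells lacked labelled fibronectin entirely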
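Material – AH1F fibroblast monolayer, labelled fibronectin deposition · Reagent – labelled fibronectin 24 nM · Timing – 1 h adhesion, overnight exposure · Measured by – fluorescence at 485 nm excitation, 525 nm emission · Read-out – inhibition of fibronectin deposition signal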
Starred values were filed as active, the others as inactive; i = inactive; / = no result given.

SMILES	EWS-Fli inh	PAX8 reporter	LGR2 inh	PglD inh	PGC1a acetyl inh	ERAP1 HTS inh	S100A4 MyoIIA	FN deposition inh
Cn1cnnc1SCCC(=O)Nc1ccccc1	/	-6	/	2	1	/	/	-4
CC(Sc1nnc(Cc2ccc3c(c2)OCO3)o1)C(N)=O (stereo not given)	-9	-11	3	0	-1	2	4	-10
O=C(Cn1c(=O)[nH]c2sc3c(c2c1=O)CCCC3)NCC1CCCO1 (stereo not given)	/	-7	-2	0	-1	-3	-4	-3
CC(=O)Nc1nc(NCc2ccccc2Cl)n(-c2ccccc2)n1	2	2	22	-3	-2	-1	-3	1
c1ccc(CC[C@@H]2CC[C@@H](CCc3ccccc3)N2)cc1	3	13	-3	2	-10	3	3	-2
CC1(C)CC(NC(=O)COc2ccc3c4c(c(=O)oc3c2)CCCC4)CC(C)(C)N1	/	-22	-6	2	-5	-4	0	3
CCOc1ccc(/C=N/N2C(=O)C(CC(=O)Nc3ccc(F)cc3F)SC2=NC)cc1OC (stereo not given)	-45	-5	-3	-4	-7	0	-5	7
CS(=O)(=O)Nc1ccc2c(c1)[C@@H]1C[C@@H](CC(=O)O)O[C@H](CO)[C@@H]1O2	/	-3	9	/	3	1	7	-8
CCC(=O)N1N=C(c2ccc(NS(=O)(=O)CC)cc2)CC1c1ccc(C)cc1 (stereo not given)	-5	-22	-10	/	/	3	3	4
COC(=O)CN(C)C(=O)c1ccccc1OC1CCN(S(C)(=O)=O)CC1	-11	-14	-5	2	-7	7	-2	-2
CCc1nc2ccc(C(=O)NCc3ccc4c(c3)OCO4)cn2c1N(C)Cc1ccc(OC)cc1	15	16	/	-4	/	2	-29	/
COc1c(Cl)cnn(-c2cccc(C)c2)c1=O	14	12	4	2	8	2	1	7
CN(C)C(=O)[C@@H]1[C@@H](CO)[C@@H]2Cn3c(ccc(-c4ccccc4)c3=O)[C@H]1N2CC1CCCC1	-3	7	-8	0	19	2	1	/
CC(CC(=O)Nc1cccc(S(=O)(=O)N2CCCCC2)c1)c1ccccc1 (stereo not given)	9	11	3	/	6	0	-5	6
CN(C)CCCNC(=O)C[C@H]1CC[C@H]2[C@@H](COC[C@@H](O)CN2CC2CC2)O1	-1	-11	-20	3	-2	-1	-1	2
COCC(=O)NC[C@H]1[C@@H](c2ccccc2)[C@@H](CO)N1C(=O)c1ccccc1	2	-8	8	8	3	0	-3	-4
CN(C(=O)c1cc(-c2ccccc2)on1)C1CCCCC1	-74	-316	-94	1	0	-2	-3	5
COc1nnc(-c2ccc(N3CCOCC3)c(NC(=O)c3ccccc3)c2)c2ccccc12	/	19	/	2	0	/	/	0
COCCn1cnc2c1c(=O)n(CC(=O)O)c(=O)n2Cc1ccccc1	-43	4	3	2	5	-9	-1	5
O=C(OCC(=O)N1CCCCC1)c1n[nH]c(=O)c2ccccc12	-1	5	-22	-3	/	-3	1	/
Cc1ccc(-c2cnc3c(c2)C(=O)N([C@H](C)CO)C[C@@H](C)[C@@H](CN(C)C)O3)cc1	-5	/	2	-3	8	0	-6	-1
CCCC#Cc1ccc([C@@H]2[C@H]3CN(C(=O)c4ccc(F)cc4)CC(=O)N3[C@H]2CO)cc1	-1	/	12	/	-5	0	-2	/
CCNC(=O)C[C@@H]1CC[C@@H]2[C@H](COC[C@@H](O)CN2C(=O)Nc2cccc(OC)c2)O1	/	/	4	1	0	-1	-5	-5
C[C@@H]1CCCCO[C@@H](CN(C)Cc2ccc(Cl)c(Cl)c2)[C@@H](C)CN([C@@H](C)CO)C(=O)c2cc(NC(=O)Cc3ccccc3)ccc2O1	-10	31	13	1	/	0	20	/
COCc1ccccc1C1=CC(=O)C[C@H](c2ccc(OC)cc2)C1	2	-18	22	12	/	-4	-2	4
Cc1ccc(S(=O)(=O)N2CCN(C(=O)COC(=O)CCOc3ccc(C(C)(C)C)cc3)CC2)cc1	-2	10	-9	/	/	3	-2	-9
CC(C)(C)c1ccc(/C=C2\CCn3c2nc2cc(C(=O)O)ccc2c3=O)cc1	/	/	2	1	-3	-2	0	/
Cc1cc(N2C(=O)c3ccc(C(=O)Nc4ccccc4O)cc3C2=O)no1	1	/	9	-3	/	-6	0	-1
CN1C(=O)c2cc(NC(=O)c3ccc(F)c(F)c3)ccc2OC[C@H]2O[C@H](CC(=O)N3CCOCC3)CC[C@@H]21	-3	-12	8	3	5	/	/	-22
CCOc1ccc(N2C(=O)Nc3ccc(Br)cc3C2(O)C(=O)NCCCN(C)C)cc1 (stereo not given)	12	-9	7	-3	-3	4	-11	-1
O=C(c1ccc(F)cc1)N1CC(=O)N2[C@H](CO)[C@@H](c3ccc(C#CC4CCCC4)cc3)[C@@H]2C1	4	/	5	/	0	1	5	-5
O=C(NCc1nnc(SCC(=O)N2CCCC2)o1)c1c(F)cccc1Cl	/	-2	/	-2	0	/	/	-2
O=C(COC(=O)c1ccccc1C(=O)N1CCN(c2ccccc2)CC1)NCc1ccccc1	2	15	14	-1	2	19	2	-7
Cc1ccccc1OCC1CN(CN2CCOCC2)C(=O)O1 (stereo not given)	/	3	/	0	2	/	/	-6
COCC(=O)Nc1ccc2c(c1)[C@H]1C[C@H](CC(=O)NCCN3CCCCC3)O[C@H](CO)[C@H]1O2	-1	-4	-2	2	-4	0	-7	8
CCCCn1c(=O)c(CCC(=O)OCC(=O)Nc2cccc3ccccc23)nc2ccccc21	5	3	26	-9	/	-3	1	2

Only LGR2 inh and PGC1a acetyl inh, for some of the entries so far:
SMILES,LGR2 inh,PGC1a acetyl inh
CC(=O)Nc1nc(NCc2ccccc2Cl)n(-c2ccccc2)n1,22,-2
c1ccc(CC[C@@H]2CC[C@@H](CCc3ccccc3)N2)cc1,-3,-10

(cont.)
SMILES	EWS-Fli inh	PAX8 reporter	LGR2 inh	PglD inh	PGC1a acetyl inh	ERAP1 HTS inh	S100A4 MyoIIA	FN deposition inh
CCCN(C(=O)c1ccco1)c1nnc(-c2ccccc2C)s1	-65	-60	/	/	-2	4	-5	-5
CN1C2=CC=CC=CC2=[N+](C)C12C([N+](=O)[O-])=CC(=[N+]([O-])[O-])C=C2[N+](=O)[O-] (stereo not given)	20	9	11	0	-27	3	2	-11
CC1(C(=O)NCc2ccccc2Br)CCN1Cc1ccc(-c2ccccc2)o1 (stereo not given)	6	9	-13	-1	-3	6	-1	-6
O=S(=O)(c1ccc(-c2n[nH]c(=S)o2)cc1)N1CCCCC1	1	0	6	-3	9	2	-1	2
CCN1CCN(CCCNC(=O)CCC(=O)N2CC(C)Oc3ccc(C)cc32)CC1 (stereo not given)	-4	-19	11	4	-6	1	-1	-6
O=C(C[C@H]1CC[C@@H](NS(=O)(=O)c2ccc(F)cc2)[C@@H](CO)O1)NCCc1ccncc1	4	-7	8	-2	-2	1	-2	-1
COc1ccc(CN(C)C[C@H]2OCCCC[C@H](C)Oc3ccc(NS(=O)(=O)c4c(C)noc4C)cc3C(=O)N([C@H](C)CO)C[C@@H]2C)cc1	4	-10	-5	1	-3	/	/	/
CN1CCC(NC(=O)Cc2c(F)cccc2Cl)CC1	/	6	17	-1	1	/	/	2
COc1cccc(-c2cn(CC[C@H]3CC[C@H](NC(=O)CN(C)C)[C@H](CO)O3)nn2)c1	-6	3	13	0	-2	-4	2	i
COC(=O)Cc1nnn2c1[C@@H](C)[C@@H](c1ccccc1Br)OC[C@H](C)C2	-2	-3	-11	/	/	0	-18	-2
O=C1CN(C(=O)c2c(F)cccc2F)C(c2ccc(F)cc2)c2cc(Br)ccc2N1 (stereo not given)	22	2	5	1	0	-7	-2	4
Cc1ccc(C)c(NC(=O)CCN2CC(C)CC(C)C2)c1 (stereo not given)	7	-17	6	-2	4	0	-6	-2
C[C@H](CO)N1C[C@H](C)[C@H](CN(C)C(=O)Nc2ccccc2)Oc2ccc(NC(=O)Nc3ccc(C(F)(F)F)cc3)cc2C1=O	0	74*	-17	2	0	1	-3	/
CSCCC(=O)NC1CCCN(CCc2ccccc2)C1 (stereo not given)	6	-6	-8	-2	-4	0	-10	-2
CC[C@]1(C(=O)OC)[C@H]2C(=O)N(C)C(=O)[C@H]2[C@H]2CN=C(SCc3ccccc3)N21	-1	-12	5	-5	5	-2	0	1
CC(=O)N1CC2(C1)[C@@H](c1ccccc1)[C@@H](CO)N2S(=O)(=O)c1ccccc1	1	-5	-2	/	3	1	12	-10
COc1ccc(NC(=O)Nc2ccc3c(c2)[C@H]2C[C@@H](CC(=O)NC4CCCC4)O[C@@H](CO)[C@H]2O3)cc1	-2	-8	-2	-1	0	-1	-20	5
COC(=O)C1=C(C)NC(=O)NC1c1ccc(OC(=O)c2ccco2)cc1 (stereo not given)	-3	-2	2	/	-2	-1	-1	-10
COc1ccc2[nH]cc(/C=N/NS(=O)(=O)c3ccc(C)cc3)c2c1	24	33	3	/	/	/	4	3
COc1ccc2c3c(n(C)c2c1)[C@@H](CO)N(C(=O)NC1CCCCC1)CC31CCN(C)CC1	13	/	9	/	-13	1	8	5
COc1ccc(NC(=O)N(C)C[C@H]2OCCCC[C@H](C)Oc3ccc(NS(C)(=O)=O)cc3C(=O)N([C@H](C)CO)C[C@@H]2C)cc1	-8	7	6	1	1	4	-1	/
Cc1ccccc1S(=O)(=O)N1[C@@H](C#N)[C@H](c2ccccc2)[C@@H]1CO	-7	-4	4	-3	-3	0	-7	-3
COc1ccc(-c2sc3ccc(N4CCOCC4)cc3c2-c2ccc(O)cc2)cc1	-6	10	-13	4	3	1	2	2
CCCC#Cc1ccc2c(c1)O[C@H](CN(C)Cc1cccnc1)[C@H](C)CN([C@H](C)CO)S2(=O)=O	-2	-11	0	6	-20	4	3	15

Single records (already shown):
COc1ccc2c3c(n(C)c2c1)[C@@H](CO)N(C(=O)NC1CCCCC1)CC31CCN(C)CC1 across the screens: EWS-Fli inh = 13; PAX8 reporter = /; LGR2 inh = 9; PglD inh = /; PGC1a acetyl inh = -13; ERAP1 HTS inh = 1; S100A4 MyoIIA = 8; FN deposition inh = 5
Cc1ccccc1S(=O)(=O)N1[C@@H](C#N)[C@H](c2ccccc2)[C@@H]1CO across the screens: EWS-Fli inh = -7; PAX8 reporter = -4; LGR2 inh = 4; PglD inh = -3; PGC1a acetyl inh = -3; ERAP1 HTS inh = 0; S100A4 MyoIIA = -7; FN deposition inh = -3

The list goes on:
SMILES	EWS-Fli inh	PAX8 reporter	LGR2 inh	PglD inh	PGC1a acetyl inh	ERAP1 HTS inh	S100A4 MyoIIA	FN deposition inh
CC(C)c1csc(CN2CCCC(CCC(=O)NCc3ccccc3F)C2)n1 (stereo not given)	1	-20	14	/	/	-5	-1	2
O=C(O)C[C@H]1C[C@@H]2c3cc(NC(=O)Nc4ccc(C(F)(F)F)cc4)ccc3O[C@@H]2[C@@H](CO)O1	-3	-2	12	0	-2	-1	6	-3
C[C@H]1CN([C@@H](C)CO)C(=O)c2cc(/C=C/c3ccccc3)cnc2O[C@@H]1CN(C)C(=O)c1ccncc1	-5	/	-3	-2	-11	2	-8	/
CC(NC(=O)CSc1ncccc1C(=O)O)C1CC2CCC1C2 (stereo not given)	7	-3	33	7	4	1	-1	4

Screens: PubChem, Broad Institute
